TPT1 inh: C. albicans TPT1 enzyme inhibition. recombinant caTPT1, FP RNA substrate dephosphorylation. inhibition, % at 5 µM. hit rate 0.81% among 300,000. AID 1962;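 active means inhibition above the mean of all tested compounds plus 3 SD, set per screening campaign, cut at about 24% in these data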;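 further: plate controls were DMSO alone for no effect and ferristatin control at 100 nM for full effect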
PP5 primary: PP5 (human) phosphatase inhibition; purified PP5c, OMFP substrate fluorescence; inhibition, % at 6.7 µM; hit rate 0.18% among 320,000; AID 1987;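 active means inhibition above the campaign's mean inhibition across all tested compounds plus 3 SD, cut at about 9.5% in these data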;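 further: 0% = DMSO only and 100% = 100 µM cantharidin control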
Target sequence (P53041 whole entry, looked up): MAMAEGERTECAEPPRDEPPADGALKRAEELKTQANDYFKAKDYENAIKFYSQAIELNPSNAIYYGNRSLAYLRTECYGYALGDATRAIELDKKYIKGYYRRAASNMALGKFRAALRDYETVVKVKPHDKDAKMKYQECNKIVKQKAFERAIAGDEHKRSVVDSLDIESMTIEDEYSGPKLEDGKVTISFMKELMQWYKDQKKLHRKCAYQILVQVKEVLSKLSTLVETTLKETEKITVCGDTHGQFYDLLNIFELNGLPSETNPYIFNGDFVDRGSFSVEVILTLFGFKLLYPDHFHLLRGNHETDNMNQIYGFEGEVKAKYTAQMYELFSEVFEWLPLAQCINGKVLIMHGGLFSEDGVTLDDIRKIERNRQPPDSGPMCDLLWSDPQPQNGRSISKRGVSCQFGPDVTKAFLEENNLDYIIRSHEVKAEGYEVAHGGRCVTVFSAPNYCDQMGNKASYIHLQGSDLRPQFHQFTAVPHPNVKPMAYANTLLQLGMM
EBNA-1 inh: blocks EBNA-1 binding to DNA | inhibition, % at 14.8 µM | hit rate 0.34% among 300,000 | EBNA-1 DNA binding, fluorescence polarization; in the data active means inhibition above about 28%
Fh CTSL1 inh: cathepsin L1 inhibition, PFM18AAP counter-screen | inhibition, % at 5.96 µM | recombinant F. hepatica cathepsin L1, Z-Leu-Arg-MCA fluorescence | hit rate 0.49% among 300,000;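 active means inhibition above the mean of all tested compounds plus 3 SD, set per screening campaign, cut at about 17% in these data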;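 further: 0% = plate median of test compound wells and 100% = 1 µM Z-Phe-Ala-diazomethylketone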
PP1 inh: PP1-alpha (human) inhibition in PP5 counter-screen; P62136; hit rate 0.9% among 320,000; purified PP1alpha, OMFP fluorescence; inhibition, % at 6.7 µM; AID 2235;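 active means inhibition above the mean inhibition of all tested compounds plus 3 SD, computed separately for each screening campaign, cut at about 15% in these data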
GASC-1 inh: human JMJD2C demethylase inhibition; GST-JMJD2C(1-420) H3K9me3 demethylation, DELFIA europium; hit rate 0.069% among 330,000; Q9H3R0; AID 2099; inhibition, % at 2.35 µM;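 active means more than half of a compound's replicate wells show inhibition beyond 50%, single wells judged on their own value; inconclusive means some, but no more than half, of replicates pass 50% inhibition; inactive means no replicate passes 50% inhibition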;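 further: signal counts dimethyl H3K9 product captured on neutravidin plate; 0% = median of DMSO wells and 100% = 0.3 times that DMSO median; strong numbers were not always called active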
Target sequence (Q9H3R0 1-420 limits assumed): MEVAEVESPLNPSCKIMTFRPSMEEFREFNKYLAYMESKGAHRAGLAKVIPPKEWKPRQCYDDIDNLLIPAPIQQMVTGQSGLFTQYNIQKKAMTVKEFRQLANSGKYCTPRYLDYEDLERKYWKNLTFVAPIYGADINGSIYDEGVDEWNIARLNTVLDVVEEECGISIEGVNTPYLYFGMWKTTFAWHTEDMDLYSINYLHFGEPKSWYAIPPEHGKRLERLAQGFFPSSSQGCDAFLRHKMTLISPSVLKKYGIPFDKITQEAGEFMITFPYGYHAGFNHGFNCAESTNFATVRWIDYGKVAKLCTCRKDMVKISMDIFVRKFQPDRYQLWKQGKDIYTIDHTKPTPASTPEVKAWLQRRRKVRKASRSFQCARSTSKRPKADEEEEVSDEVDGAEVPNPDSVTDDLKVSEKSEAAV
Yeast superoxide: lowers age-related superoxide in aged yeast cells; hit rate 0.18% among 330,000; superoxide response (% of plate mean), % at 10 µM; S. cerevisiae aged cells, superoxide DHE fluorescence; stronger effect = lower value;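 active means superoxide response under a set limit, about three screen SD below normal, cut at about 65% in these data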;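 further: yeast aged for seven days with compound at 30 °C before DHE staining; 100% = average MFI of all compound-treated wells on the plate with controls excluded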
HCV core dimer: HCV core protein dimerization inhibition; TR-FRET GST/Flag-core106 dimerization, 1536-well; inhibition, % at 5 µM; hit rate 0.33% among 300,000; AID 1899;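 active means inhibition above the mean of all tested compounds plus 3 SD, set per screening campaign, cut at about 45% in these data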
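Test system: GST/Flag-tagged HCV core106 proteins; Medium: KF-containing HEPES buffer, pH 7.45, DTT, CHAPS, BSA; Times: compound-protein-antibody incubation 4 h at 22.5 °C; Detection: TR-FRET 671 and 617 nm emission; Benchmarks: wells lacking GST-core106 and wells with excess unlabelled core106.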
ZTA counter: counter-screen for EBNA-1 inhibitors: inhibitors of Epstein-Barr virus ZTA. ZTA-DNA binding, fluorescence polarization. inhibition, % at 11 µM. hit rate 0.15% among 320,000. AID 2234; in the data active means inhibition above about 33%
* hit, by the source's call. Outcome played no part in choosing rows; about 3.1% have a hit in one of these screens.

For Cc1ccc(C(=O)OC/C(O)=C(\C#N)c2nc3ccccc3[nH]2)cc1S(=O)(=O)N1CCOCC1 the results were TPT1 inh 7, PP5 primary 0.9, EBNA-1 inh 9, Fh CTSL1 inh -1, PP1 inh 6, GASC-1 inh 9, Yeast superoxide 77, HCV core dimer 0 and ZTA counter 8.
COc1ccc(C2CC(c3cccs3)=NN2C(=O)c2ccco2)cc1OC (configuration not stated) was read as TPT1 inh -1, PP5 primary 0.3, EBNA-1 inh 0, Fh CTSL1 inh 4, PP1 inh -1, GASC-1 inh 1, Yeast superoxide 89, HCV core dimer 2 and ZTA counter 3.
O=C(/C=C/c1cc(Br)ccc1F)OCC(=O)N1CCCC1 was read as PP5 primary 2.3, PP1 inh 1, GASC-1 inh -2, Yeast superoxide 91 and ZTA counter -5.
CCNC(=S)NCc1ccc(F)cc1 was read as TPT1 inh 1, PP5 primary 2.7, EBNA-1 inh 2, Fh CTSL1 inh -2, PP1 inh -3, GASC-1 inh 1, Yeast superoxide 98, HCV core dimer -8 and ZTA counter -18.
For O=C(COC(=O)CNC(=O)c1ccccc1F)NCCC1=CCCCC1 the results were TPT1 inh -1, PP5 primary 0.4, EBNA-1 inh -5, Fh CTSL1 inh 6, PP1 inh 3, GASC-1 inh -12, Yeast superoxide 101, HCV core dimer -6 and ZTA counter -7.
For Cc1c(C(=O)N2CCOCC2)oc2ccc(Br)cc12 the results were TPT1 inh -1, PP5 primary -2.0, EBNA-1 inh -5, Fh CTSL1 inh 1, PP1 inh -4, GASC-1 inh 3, Yeast superoxide 101, HCV core dimer -3 and ZTA counter -14.
Screening Cc1ccccc1NS(=O)(=O)c1ccc(C(=O)N2CCN(S(=O)(=O)c3ccccc3)CC2)cc1 returned TPT1 inh -5, PP5 primary 3.4, EBNA-1 inh 5, Fh CTSL1 inh 2, PP1 inh -2, GASC-1 inh -4, Yeast superoxide 89, HCV core dimer 5 and ZTA counter 8.
Cc1ccccc1NC(=S)NC(=O)Cc1ccc(Cl)cc1 was read as TPT1 inh -2, PP5 primary 4.1, EBNA-1 inh -5, Fh CTSL1 inh 0, PP1 inh 3, GASC-1 inh 5, Yeast superoxide 95, HCV core dimer 0 and ZTA counter 2.
For COc1ccc(N2C(=O)CC(N(CCc3ccc(OC)c(OC)c3)C(=S)Nc3ccccc3)C2=O)cc1 (configuration not stated) the results were TPT1 inh 1, PP5 primary 4.7, EBNA-1 inh -11, Fh CTSL1 inh 0, PP1 inh 2, GASC-1 inh -12, Yeast superoxide 106, HCV core dimer 0 and ZTA counter -1.
For CC(C)OC(=O)c1nnn(-c2nonc2N)c1CN1CCCCCC1 the results were TPT1 inh -4, PP5 primary 2.9, EBNA-1 inh 2, Fh CTSL1 inh -3, PP1 inh 0, GASC-1 inh 7, Yeast superoxide 90, HCV core dimer 9 and ZTA counter 7.
CCc1ccc2c(c1)C(=O)C(=O)N2CC(=O)Nc1ccc(NC(=O)c2ccccn2)cc1 was read as TPT1 inh -1, PP5 primary 3.2, EBNA-1 inh 6, Fh CTSL1 inh 4, PP1 inh 16*, GASC-1 inh -9, Yeast superoxide 94, HCV core dimer 15 and ZTA counter 8.
Screening Cn1nnc2c(C(N)=O)ncn2c1=O returned TPT1 inh 0, PP5 primary 1.7, EBNA-1 inh -5, Fh CTSL1 inh -1, PP1 inh -2, Yeast superoxide 90, HCV core dimer -3 and ZTA counter -2.
CCN1CCN(Cc2c(O)ccc3c(=O)c(-c4ccc(OC)c(OC)c4)c(C)oc23)CC1 was read as TPT1 inh -1, PP5 primary 1.3, EBNA-1 inh -1, Fh CTSL1 inh 0, PP1 inh 2, GASC-1 inh 1, Yeast superoxide 84, HCV core dimer -9 and ZTA counter 4.
COc1ccc(OC)c(C2CC(=O)OC3=C2C(=O)CC(C)(C)C3)c1 (configuration not stated) was read as TPT1 inh 1, PP5 primary -2.4, EBNA-1 inh -12, Fh CTSL1 inh -4, PP1 inh 1, GASC-1 inh 5, Yeast superoxide 98, HCV core dimer 0 and ZTA counter -25.
`Nc1c(C(=O)Nc2ccccc2F)sc2nc(Cc3ccccc3)cc(C(F)(F)F)c12` gave TPT1 inh -9, PP5 primary 3.1, EBNA-1 inh 9, Fh CTSL1 inh 2, PP1 inh -1, GASC-1 inh 2, Yeast superoxide 123, HCV core dimer 25 and ZTA counter 16.
For CC(=O)Cc1nsc(Nc2ccc(Cl)cc2)n1 the results were TPT1 inh 0, PP5 primary 0.8, EBNA-1 inh 11, Fh CTSL1 inh -2, PP1 inh -3, GASC-1 inh -7, Yeast superoxide 97, HCV core dimer -1 and ZTA counter 1.
`c1ccc(CC2CCN(c3nc4ccccc4n4cnnc34)CC2)cc1` gave TPT1 inh 2, PP5 primary 0.8, EBNA-1 inh -1, Fh CTSL1 inh 4, PP1 inh 3, GASC-1 inh -4, Yeast superoxide 109, HCV core dimer 11 and ZTA counter 9.
Screening COc1ccc(C(=O)Nc2cccc(/C(C)=N/NC(=O)c3ccc([N+](=O)[O-])cc3)c2)cc1OC returned TPT1 inh -1, PP5 primary 1.4, EBNA-1 inh 15, Fh CTSL1 inh -2, PP1 inh -1, GASC-1 inh 8, Yeast superoxide 102, HCV core dimer -7 and ZTA counter 10.
`COc1ccc2ccccc2c1/C=N/NC(=O)CC1(C)OCCCO1` gave TPT1 inh -3, PP5 primary 1.5, EBNA-1 inh -6, Fh CTSL1 inh -2, PP1 inh 1, GASC-1 inh -9, Yeast superoxide 95, HCV core dimer -4 and ZTA counter 0.
COc1ccc(N2C(N)=NC(N)=NC23CCCC3)cc1 was read as TPT1 inh -1, PP5 primary -0.2, EBNA-1 inh -3, Fh CTSL1 inh 6, PP1 inh 0, GASC-1 inh 6, Yeast superoxide 86, HCV core dimer -3 and ZTA counter 8.
For CN(C(=O)CSc1nnc(Nc2ccccc2)s1)C1CCS(=O)(=O)C1 (configuration not stated) the results were TPT1 inh -2, PP5 primary -0.2, EBNA-1 inh -3, Fh CTSL1 inh 5, PP1 inh -7, GASC-1 inh -7, Yeast superoxide 127, HCV core dimer -3 and ZTA counter -4.
`N#CCCN1CCN(C(=S)c2ccc(-c3ccc(Cl)c(Cl)c3)o2)CC1` gave TPT1 inh 4, PP5 primary 3.0, EBNA-1 inh 0, Fh CTSL1 inh 5, PP1 inh 3, GASC-1 inh -31, Yeast superoxide 115, HCV core dimer -4 and ZTA counter 10.
`CC(=O)Nc1ccc(NC(=O)C2CCCN(C(=O)c3ccc(Cl)cc3)C2)cc1` (configuration not stated) gave TPT1 inh 0, PP5 primary -0.9, EBNA-1 inh -9, Fh CTSL1 inh -1, PP1 inh 0, GASC-1 inh -25, Yeast superoxide 99, HCV core dimer -4 and ZTA counter -3.
Cc1ccc(/C=N/NC(=O)c2cc(-c3cccnc3)nc3ccccc23)cc1 was read as TPT1 inh -3, PP5 primary -0.8, EBNA-1 inh 8, Fh CTSL1 inh 1, PP1 inh 0, GASC-1 inh -2, Yeast superoxide 106, HCV core dimer 5 and ZTA counter 14.
Screening CCc1ccc2[nH]c(=O)c(Cc3ccccc3)c(O)c2c1 returned TPT1 inh -1, PP5 primary -2.0, EBNA-1 inh 2, Fh CTSL1 inh 3, PP1 inh -2, GASC-1 inh -22, Yeast superoxide 108, HCV core dimer -10 and ZTA counter 3.
Screening O=C(NC(=S)NC1CCCC1)c1ccccc1Br returned TPT1 inh 0, PP5 primary 3.9, EBNA-1 inh 0, Fh CTSL1 inh 1, PP1 inh 0, GASC-1 inh -8, Yeast superoxide 90, HCV core dimer 4 and ZTA counter -17.
CCOc1c(CNCCCSc2nc(C)cc(C)n2)cccc1OC was read as TPT1 inh -3, PP5 primary 2.8, EBNA-1 inh -15, Fh CTSL1 inh -5, PP1 inh -1, GASC-1 inh 3, Yeast superoxide 96, HCV core dimer 3 and ZTA counter -2.
Cc1ccc(-c2nnc3ccc(SCC(=O)N4CCCc5ccccc54)nn23)cc1 was read as TPT1 inh -4, PP5 primary 1.5, EBNA-1 inh -10, Fh CTSL1 inh 0, PP1 inh 1, GASC-1 inh -2, Yeast superoxide 98, HCV core dimer 8 and ZTA counter 2.
`O=C(COc1ccc2ccc(=O)oc2c1)Nc1ccc(N2CCOCC2)cc1` gave TPT1 inh 0, PP5 primary -1.0, EBNA-1 inh 3, Fh CTSL1 inh 2, PP1 inh -6, GASC-1 inh -4, Yeast superoxide 112, HCV core dimer -1 and ZTA counter 11.
O=C(OCC(=O)N1CCCCCC1)c1n[nH]c(=O)c2ccccc12 was read as TPT1 inh -1, PP5 primary -2.6, EBNA-1 inh 5, Fh CTSL1 inh -4, PP1 inh -5, GASC-1 inh -22, Yeast superoxide 107, HCV core dimer 1 and ZTA counter 12.

An excerpt from further up:
For CC(=O)Cc1nsc(Nc2ccc(Cl)cc2)n1 the results were TPT1 inh 0, PP5 primary 0.8, EBNA-1 inh 11, Fh CTSL1 inh -2, PP1 inh -3, GASC-1 inh -7, Yeast superoxide 97, HCV core dimer -1 and ZTA counter 1.
`c1ccc(CC2CCN(c3nc4ccccc4n4cnnc34)CC2)cc1` gave TPT1 inh 2, PP5 primary 0.8, EBNA-1 inh -1, Fh CTSL1 inh 4, PP1 inh 3, GASC-1 inh -4, Yeast superoxide 109, HCV core dimer 11 and ZTA counter 9.

New compounds follow
For CC(=O)Nc1ccc(S(=O)(=O)NCCNc2ccccc2[N+](=O)[O-])cc1 the results were TPT1 inh 2, PP5 primary 0.7, EBNA-1 inh 1, Fh CTSL1 inh 3, PP1 inh -2, GASC-1 inh -6, Yeast superoxide 103, HCV core dimer 0 and ZTA counter 11.
`CCc1noc(C)c1C(=O)Nc1nc(-c2cc(C)ccc2C)c(C)s1` gave TPT1 inh -3, PP5 primary -0.7, EBNA-1 inh -12, Fh CTSL1 inh 4, PP1 inh 0, GASC-1 inh inconclusive, Yeast superoxide 95, HCV core dimer 2 and ZTA counter -5.
For COc1ccccc1CNC(=O)c1csc(Cc2ccc(Cl)cc2)n1 the results were TPT1 inh -5, PP5 primary 3.6, EBNA-1 inh 7, Fh CTSL1 inh 3, PP1 inh 7, GASC-1 inh 2, Yeast superoxide 104, HCV core dimer 18 and ZTA counter 4.
For COC(=O)[C@@H](NC(=O)c1ccc(OC2CCN(Cc3ccccn3)CC2)cc1)C(C)C the results were TPT1 inh 2, PP5 primary 5.9, EBNA-1 inh 3, Fh CTSL1 inh -15, PP1 inh -3, GASC-1 inh -13, Yeast superoxide 125, HCV core dimer -6 and ZTA counter -18.
O=C(c1ccccc1)N1CCOC12CCN(c1ncc(C(F)(F)F)cc1Cl)CC2 was read as TPT1 inh 0, PP5 primary -0.3, EBNA-1 inh 5, Fh CTSL1 inh 10, PP1 inh 1, GASC-1 inh -4, Yeast superoxide 107, HCV core dimer 8 and ZTA counter 5.
For CC1(C)CC(=O)C2=C(C1)NC(=O)NC2c1ccccc1Cl (configuration not stated) the results were TPT1 inh 1, PP5 primary 1.7, EBNA-1 inh -3, Fh CTSL1 inh -2, PP1 inh 0, GASC-1 inh -17, Yeast superoxide 120, HCV core dimer -3 and ZTA counter 11.
For CCOC(=O)N1CCc2c(sc3[nH]c(=S)[nH]c(=S)c23)C1 the results were TPT1 inh 1, PP5 primary 1.2, EBNA-1 inh 10, Fh CTSL1 inh 2, PP1 inh -3, GASC-1 inh 5, Yeast superoxide 106, HCV core dimer 12 and ZTA counter 3.
COc1ccc(/C=N\NS(=O)(=O)c2ccc(C)cc2)cc1COc1ccccc1[N+](=O)[O-] was read as TPT1 inh 0, PP5 primary -0.6, EBNA-1 inh 14, Fh CTSL1 inh 1, PP1 inh 5, GASC-1 inh 4, Yeast superoxide 94, HCV core dimer 11 and ZTA counter -6.

Source: PubChem BioAssay
